Yp Topo-I inh = Y. pestis Topo-I inhibition via cleavage products; activity, % at 10 µM; Y. pestis Topo-I cleavage product accumulation, plate reader; 0.064% of 360,000 active; in the data active = activity above about 50%, passing the limit was not always enough; inconclusive = no clear call, values can overlap the other calls; note: inactives centre near 2
PfHsp40 yeast = compounds rescuing yeast from Plasmodium falciparum HSP40 toxicity; S. cerevisiae expressing PfHsp40, growth rescue, ATP luminescence; growth rescue, % at 12.5 µM; 0.68% of 340,000 active; AID 504582; in the data active = growth rescue above about 28%, passing the limit was not always enough; inconclusive = no clear call, values can overlap the other calls;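 note: yeast W303a lacking pdr1 and pdr3 grown in galactose medium; growth measured after three days at 30 °C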
PrPC surface inh = inhibitors of human cell surface prion protein PrPC; TR-FRET read-out; inhibition, % at 13.8 µM; 0.43% of 370,000 active; in the data active = inhibition above about 24%; note: 0% = median of the test wells and 100% = reference compound wells
BoNT A protease = blocks Botulinum neurotoxin A light chain protease; multiplex microsphere protease substrate cleavage, flow cytometry; inhibition, % at 10 µM; 0.17% of 360,000 active; note: plate controls were buffer without enzyme for full effect and enzyme alone for no effect
Anthrax LF inh2 = inhibitors of Bacillus anthracis lethal factor protease. P15917. multiplex microsphere protease cleavage assay, LF. inhibition, % at 10 µM. 0.12% of 360,000 active. AID 588501; note: plate controls were buffer without enzyme for full effect and enzyme alone for no effect
TcdB GH inh = TcdB glycohydrolase inhibition. P18177. TcdB glycohydrolase enzymatic assay, plate reader. inhibition, % at 9.99 µM. 0.24% of 350,000 active. AID 652162; in the data active = inhibition above about 10%
Target sequence (P18177 whole entry, looked up): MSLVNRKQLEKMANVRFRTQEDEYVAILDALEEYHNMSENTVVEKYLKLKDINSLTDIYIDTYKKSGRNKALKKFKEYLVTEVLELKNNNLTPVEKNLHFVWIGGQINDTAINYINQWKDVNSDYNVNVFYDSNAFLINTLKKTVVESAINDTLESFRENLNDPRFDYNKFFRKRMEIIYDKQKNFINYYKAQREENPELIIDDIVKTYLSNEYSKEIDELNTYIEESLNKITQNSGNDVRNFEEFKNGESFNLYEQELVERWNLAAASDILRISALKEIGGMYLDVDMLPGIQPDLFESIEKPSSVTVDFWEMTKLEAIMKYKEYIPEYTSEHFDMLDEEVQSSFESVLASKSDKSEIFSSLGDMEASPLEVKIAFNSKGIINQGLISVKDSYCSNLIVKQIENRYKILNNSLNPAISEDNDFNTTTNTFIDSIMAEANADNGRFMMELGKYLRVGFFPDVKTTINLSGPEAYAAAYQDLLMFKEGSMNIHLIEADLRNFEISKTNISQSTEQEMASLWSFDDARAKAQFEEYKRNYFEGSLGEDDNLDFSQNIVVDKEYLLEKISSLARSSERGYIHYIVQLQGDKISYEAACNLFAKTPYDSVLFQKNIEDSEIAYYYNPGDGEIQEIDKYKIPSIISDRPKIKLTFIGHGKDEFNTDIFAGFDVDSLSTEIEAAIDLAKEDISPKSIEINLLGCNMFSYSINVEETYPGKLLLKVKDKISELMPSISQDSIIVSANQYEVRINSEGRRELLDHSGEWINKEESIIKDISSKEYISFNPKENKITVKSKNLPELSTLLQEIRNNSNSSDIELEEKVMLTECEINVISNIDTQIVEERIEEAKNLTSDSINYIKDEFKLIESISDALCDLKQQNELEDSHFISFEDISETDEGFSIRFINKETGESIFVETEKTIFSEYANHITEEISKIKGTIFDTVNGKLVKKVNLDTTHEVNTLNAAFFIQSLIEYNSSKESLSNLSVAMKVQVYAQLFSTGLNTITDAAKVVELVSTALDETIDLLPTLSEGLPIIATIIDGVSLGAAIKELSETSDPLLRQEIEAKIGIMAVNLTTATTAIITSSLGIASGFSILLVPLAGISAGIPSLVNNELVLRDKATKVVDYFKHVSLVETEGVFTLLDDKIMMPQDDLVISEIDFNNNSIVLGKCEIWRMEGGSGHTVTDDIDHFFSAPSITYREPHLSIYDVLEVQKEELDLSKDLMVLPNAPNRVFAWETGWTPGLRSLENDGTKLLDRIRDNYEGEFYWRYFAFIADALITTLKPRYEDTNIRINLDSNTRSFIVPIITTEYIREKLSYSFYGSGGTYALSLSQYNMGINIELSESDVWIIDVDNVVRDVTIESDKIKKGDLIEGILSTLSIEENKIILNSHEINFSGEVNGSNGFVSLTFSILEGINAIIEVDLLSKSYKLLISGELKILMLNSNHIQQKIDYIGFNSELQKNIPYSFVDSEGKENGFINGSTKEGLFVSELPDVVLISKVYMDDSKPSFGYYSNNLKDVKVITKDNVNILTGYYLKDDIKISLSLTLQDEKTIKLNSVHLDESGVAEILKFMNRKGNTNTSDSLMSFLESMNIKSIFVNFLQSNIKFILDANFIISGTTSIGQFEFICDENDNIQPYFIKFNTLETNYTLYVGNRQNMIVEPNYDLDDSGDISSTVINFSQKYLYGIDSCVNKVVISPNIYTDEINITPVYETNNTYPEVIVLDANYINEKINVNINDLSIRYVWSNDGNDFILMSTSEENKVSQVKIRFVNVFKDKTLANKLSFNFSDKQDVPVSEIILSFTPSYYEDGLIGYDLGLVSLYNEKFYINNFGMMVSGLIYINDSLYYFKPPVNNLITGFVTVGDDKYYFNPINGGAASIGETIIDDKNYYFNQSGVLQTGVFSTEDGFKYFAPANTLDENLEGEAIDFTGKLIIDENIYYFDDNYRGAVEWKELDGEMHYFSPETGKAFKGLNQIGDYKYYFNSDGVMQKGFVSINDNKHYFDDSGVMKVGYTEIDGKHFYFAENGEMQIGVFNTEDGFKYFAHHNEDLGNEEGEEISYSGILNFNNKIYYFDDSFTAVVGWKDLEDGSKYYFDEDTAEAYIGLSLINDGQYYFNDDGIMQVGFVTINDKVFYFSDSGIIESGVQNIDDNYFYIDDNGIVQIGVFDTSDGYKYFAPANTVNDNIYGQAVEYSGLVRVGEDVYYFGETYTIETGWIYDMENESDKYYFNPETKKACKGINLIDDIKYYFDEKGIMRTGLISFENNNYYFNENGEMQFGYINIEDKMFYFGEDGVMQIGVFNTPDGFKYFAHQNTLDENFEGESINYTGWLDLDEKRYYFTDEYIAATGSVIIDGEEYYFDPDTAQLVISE
SARS 3CLpro inh = SARS-CoV 3CLpro protease inhibition | 0.14% of 290,000 active | inhibition, % at 6 µM | recombinant SARS-CoV 3CLpro, quenched FRET peptide cleavage | P0C6X7 | AID 1706; in the data active = inhibition above about 12%
PriA SSB inh = inhibitors of Klebsiella pneumoniae PriA binding to SSB C-terminal tail | AlphaScreen SSBct-PriA binding, biotinylated peptide | inhibition, % at 33 µM | 0.6% of 430,000 active; in the data active = inhibition mostly above about 37%, no sharp cut-off; inactive = mostly below about 20%;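 note: plate controls were negative control peptide for no effect and reference peptide for full effect; strong numbers were not always called active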
Vc quorum ag = quorum light induction in luxS cqsA deficient V. cholerae | AID 588436 | V. cholerae BH1578 lux reporter, luminescence, 6 h | 0.16% of 350,000 active | activation, % at 18.7 µM; in the data active = activation mostly above about 9.7%, no sharp cut-off; inconclusive = no clear call, values can overlap the other calls; inactive = mostly below about 3.7%; note: not every result past the cut was called active; inactives centre near 0; reference of the scale not given here
* hit, by the source's call; i = inactive; ? = inconclusive; / = not tested or not shown; & = joins results of further samples. Cut-off read from the data, not from the text of the source, unless noted: active = inhibition above about 30%; inconclusive = no clear call, values can overlap the other calls; inactive = below that. This is a subset. The share of hits here may be higher or lower than overall.

SMILES | Yp Topo-I inh | PfHsp40 yeast | PrPC surface inh | BoNT A protease | Anthrax LF inh2 | TcdB GH inh | SARS 3CLpro inh | PriA SSB inh | Vc quorum ag
COc1ccc(/C=C/C=C2\N=C(SC)SC2=O)cc1 | -8 | 0.0 | 4 | 3.6 | 1 | 0.3 | 2 | 11 | 3.6
O=Cc1cn(Cc2cccc(F)c2)c2ccccc12 | 2 | 0.7 | 9 | 0.0 | 2 | / | 0 | -19 | -0.3
c1ccc2c(Cn3nnc4ccccc43)cccc2c1 | -2 | 2.0 | 4 | -1.1 | -1 | / | 4 | -1 | -15
Cc1ccc2nc3c(c(C(=O)O)c2c1)CCC3 | 6 | -0.4 | 2 | -0.7 | -2 | 0.3 | -5 | -11 | -1.6
CCc1c(C)c2ccc(OC(C)C(=O)NC(Cc3c[nH]c4ccc(O)cc34)C(=O)O)c(C)c2oc1=O (stereo not given) | -3 | -0.6 | -2 | -1.1 | -16 | -0.2 | 4 | -1 | -0.6
Cc1c(C(=O)O)sc2nc(-c3cccs3)cc(C(F)(F)F)c12 | 14 | 0.0 | 6 | -7.2 | -2 | 0.2 | 3 | -12 | -0.2
CC(C)OP(=O)(OC(C)C)C(Nc1ccc([N+](=O)[O-])cc1)c1cccc([N+](=O)[O-])c1 (stereo not given) | 29 | -0.2 | 3 | -0.6 | 4 | 1.7 | 4 | 13 | -0.4
Cc1ccc(C)c(NC(=O)CN(C)C(=O)CN2C(=O)NC3(CCc4ccccc43)C2=O)c1 (stereo not given) | 1 | 2.5 | 3 | 2.1 | -17 | 0.4 | / | -5 | -2.7
Cc1cccc(NC(=O)CN2CCN(C(=O)C(C)Oc3ccc(C#N)cc3)CC2)c1C (stereo not given) | -10 | -1.4 | 1 | -3.3 | -4 | 1.4 | / | -8 | 0.3
Clc1cc(/C=N\NC2=NCCN2)cc(Cl)n1 | -4 | / | 4 | -0.6 | -6 | 0.1 | / | / | 0.7
CCN(CC)c1ccc(C(=O)N/N=C/c2ccccc2OC(F)F)cc1 | -2 | 4.1 | -1 | 0.3 | 0 | 0.3 | 0 | / | i
CC1C(=O)OC(c2ccc(Br)cc2)C(C)(C)C1=O (stereo not given) | -1 | -0.3 | 5 | ? | -2 | 1.7 | -3 | -6 | i
COc1ccc(C(=O)Nc2ccc(-c3nnn(CC(=O)NCc4ccco4)n3)cc2)cc1 | -1 | -0.5 | 3 | -0.8 | -3 | 0.8 | -2 | -5 | i
Nc1nc2cc(Cl)c(Br)cc2o1 | 0 | -0.4 | 11 | -0.1 | 1 | -0.1 | / | 8 | i
CCc1cc2cc(C)cc(C)c2nc1SCC(=O)N1CCN(C(=O)c2ccco2)CC1 | -3 | -1.2 | 0 | -0.2 | -3 | / | -1 | -6 | 0.0
O=C(O)CCCN=Cc1c(O)c2ccccc2oc1=O | 6 | 4.9 | 6 | -0.5 | -8 | 0.6 | 5 | -13 | i
O=C(NNC1CC(=O)N(c2ccc(Br)cc2)C1=O)c1ccco1 (stereo not given) | -8 | -2.3 | 5 | -0.1 | -6 | 0.0 | 3 | -2 | -1.8
CC(=O)NC(=S)Nc1ccc(NC(=O)COc2ccc(C(C)C)cc2)cc1 | 22 | 2.3 | 9 | -0.8 | -2 | 1.3 | 7 | 0 | -0.5
COc1cc(S(=O)(=O)N(Cc2cccs2)C2CC2)ccc1-n1cnnn1 | 13 | 0.0 | -3 | -0.7 | -2 | 3.1 | -2 | -2 | 13
Cc1ccc(OCCCC(=O)Nc2ccccc2C(F)(F)F)cc1 | 9 | -1.6 | -7 | -0.8 | 1 | / | 2 | -12 | 0.3

Entries of single compounds from above. Order of values: Yp Topo-I inh	PfHsp40 yeast	PrPC surface inh	BoNT A protease	Anthrax LF inh2	TcdB GH inh	SARS 3CLpro inh	PriA SSB inh	Vc quorum ag
Cc1ccc(C)c(NC(=O)CN(C)C(=O)CN2C(=O)NC3(CCc4ccccc43)C2=O)c1 (stereo not given) across the screens: 1	2.5	3	2.1	-17	0.4	/	-5	-2.7
COc1ccc(/C=C/C=C2\N=C(SC)SC2=O)cc1 across the screens: -8	0.0	4	3.6	1	0.3	2	11	3.6
Cc1ccc2nc3c(c(C(=O)O)c2c1)CCC3 across the screens: 6	-0.4	2	-0.7	-2	0.3	-5	-11	-1.6
O=Cc1cn(Cc2cccc(F)c2)c2ccccc12 across the screens: 2	0.7	9	0.0	2	/	0	-19	-0.3

Additional results follow:
SMILES | Yp Topo-I inh | PfHsp40 yeast | PrPC surface inh | BoNT A protease | Anthrax LF inh2 | TcdB GH inh | SARS 3CLpro inh | PriA SSB inh | Vc quorum ag
CCOC(=O)c1cc(-c2ccc(/C=C3/C(=O)NC(=O)C(C#N)=C3C)o2)ccc1Cl | -4 | 4.2 | 4 | 3.0 | 2 | -0.1 | 0 | 16 | -0.5
COc1cc(CN(C)Cc2cc(=O)n3ccsc3n2)ccc1OC(F)F | -6 | -1.4 | 19 | -0.1 | -3 | 0.0 | 7 | 4 | i
CNc1nc(OC)nc(N2CCOCC2)n1 | 9 | -0.9 | -4 | -0.7 | 0 | / | -2 | -7 | -0.4
CC[C@]12c3[nH]c4cc(CCC(=O)N(C)C)ccc4c3CCN1C(=O)[C@@H](CC(=O)NCCCOC)C[C@@H]2C(=O)N1CCN(C(=O)c2ccco2)CC1 | 15 | -2.2 | -7 | 0.0 | -7 | 0.2 | / | -1 | -0.4
Cc1cc(C)c(C)c(S(=O)(=O)N2CCC(C(=O)OCC(=O)NC3CCS(=O)(=O)C3)CC2)c1C (stereo not given) | 34 | 1.4 | -3 | -0.6 | -8 | 1.1 | / | -7 | -4.3
CCn1ccnc1CN(C)C(=O)c1ccc(OC2CCN(CCc3ccccc3)CC2)cc1 | 13 | 2.1 | -14 | 0.2 | 5 | 0.4 | -4 | -3 | 0.7
CC1(C)CC(=O)C(Sc2nnc(-c3ccc(O)cc3)n2CC2CCCO2)C(=O)C1 (stereo not given) | -1 | -0.7 | 0 | -2.9 | 0 | 1.0 | -1 | -3 | i
Cc1cc(S(=O)(=O)n2cnc3ccccc32)c(C)cc1Cl | -1 | 1.1 | -6 | 1.3 | 1 | / | -9 | -17 | -0.9
Cc1cc(Br)ccc1OCCCCN1CCCCC1 | 3 | -0.2 | 3 | -0.1 | -1 | 1.2 | 5 | -4 | -0.6
O=C(C[C@H]1C/C=C\C[C@H](Cc2ccc(F)cc2)C(=O)O[C@@H](c2ccccc2)CNC1=O)N[C@@H](CO)Cc1ccccc1 | 2 | -0.1 | 1 | -0.1 | 1 | 0.4 | / | 0 | i
CC(Oc1cccc(Cl)c1)C(=O)Nc1cc(S(=O)(=O)N2CCOCC2)ccc1N1CCCC1 (stereo not given) | 3 | 0.9 | 0 | -5.4 | -2 | 0.5 | / | -8 | -3.8
Cc1cccc(N/N=C(\C(N)=O)C2=NC(C)(C)Cc3ccccc32)c1 | 35 | 16 | -6 | -0.8 | -2 | / | 3 | / | i
COc1ccc(N=C2S/C(=C\c3ccc(N4CCOCC4)o3)C(=O)N2CCc2c[nH]c3ccccc23)cc1 | -22 | -0.5 | / | -1.8 | -5 | / | 9 | / | -0.7
CCOC(=O)C1(C(F)(F)F)N=C(C(F)(F)F)Nc2ccc(F)cc21 (stereo not given) | -9 | -0.9 | 11 | -0.1 | -1 | / | -2 | -9 | -0.2
CCCC(=O)Nc1cc(C(=O)O)ccc1Sc1ccc(C)cc1 | -9 | -1.8 | -1 | -0.1 | -3 | 0.0 | 6 | -18 | -1.6
CC(C)(C)NC(=O)CN(C(=O)C1(C)CC(=O)N=C2C=CC=CN21)C1CCCC1 (stereo not given) | -1 | 0.2 | -3 | -4.7 | -4 | / | 2 | -6 | -0.2
Cc1c(NC2(C#N)CCCCC2)c(=O)n(-c2ccccc2)n1C | 6 | -0.8 | -2 | -0.2 | -7 | 0.8 | 2 | 0 | -1.0
COc1cccc(C(CNC(=O)C2CCN(C(=O)Nc3ccccc3)CC2)N(C)C)c1 (stereo not given) | 9 | -0.1 | -6 | 0.7 | 1 | 1.4 | / | 6 | 0.7
CC(=O)NCCOC(=O)Nc1sc(=S)n(C)c1C | 4 | -0.1 | 2 | 1.0 | -6 | / | 2 | 7 | -0.3
CCN(C(=O)COC(=O)/C=C/c1ccc(OC)c(OC)c1)c1c(N)n(Cc2ccccc2)c(=O)[nH]c1=O | -2 | 0.2 | -11 | -0.8 | -12 | 0.8 | / | 8 | -1.8
CCOc1ccc2nc(NC(=O)c3ccccn3)sc2c1 | 4 | 2.5 | 22 | -1.0 | 5 | 1.0 | -2 | -10 | i
Nc1cc(N)nc(SCC(=O)Nc2ccc3c(c2)OCCCO3)n1 | -8 | 0.3 | 0 | 0.2 | 4 | / | -1 | -4 | i
C=C1C(=O)OC2CC3(C)OC3CCC(C)=CC(OC(C)=O)C12 (stereo not given) | 2 | -0.4 | 5 | -0.2 | -5 | -0.1 | / | / | i
O=C(CSc1ccc2nnc(-c3cccnc3)n2n1)c1ccccc1 | -7 | -1.7 | 1 | 0.4 | -4 | 0.4 | 2 | 3&-12 | -1.6
O=C1C2C3C=CC(C4CC34)C2C(=O)N1/N=C/c1ccc(-c2ccc([N+](=O)[O-])cc2)o1 (stereo not given) | -5 | -0.2 | -5 | 8.2 | 4 | -0.6 | 4 | / | i
CCCCCn1c(=O)c(F)cn(Cc2ccc(OC)c([N+](=O)[O-])c2)c1=O | -4 | -1.1 | -8 | -0.1 | -10 | / | 3 | -4 | -0.7
CSc1cccc(NC(=O)CN(C)S(=O)(=O)c2ccccc2)c1 | -8 | 1.0 | 12 | 0.1 | 1 | 2.3 | 0 | 2 | 7.1
Cc1cccc(C(=O)N2CCN(Cc3nc4sc5c(c4c(=O)[nH]3)CCCC5)CC2)c1 | 5 | 0.7 | 2 | -0.2 | -12 | -3.9 | -6 | -3 | -3.8
COc1cccc(OCc2cc(C(=O)N(C)Cc3nccn3C)no2)c1 | -4 | -0.4 | 2 | 0.7 | 2 | -0.9 | 0 | -10 | i
O=[N+]([O-])c1ccc(/C=N/NC(=S)Nc2ccccc2)o1 | -17 | -1.6 | -14 | 3.2 | 1 | / | 7 | / | -0.3
CCc1noc(C)c1C(=O)N1CC(C)OC(C)C1 (stereo not given) | 0 | -0.3 | -3 | / | / | / | 0 | 3 | 4.0
Cc1cccc(C)c1OC(=O)CSc1nnc(-c2ccccc2O)o1 | -1 | -1.1 | -3 | -0.5 | 2 | / | 1 | -16 | i
COC(=O)C1=C(N)OC2=C(C(=O)CCC2)C1c1ccc2c(c1)OCO2 (stereo not given) | -13 | -3.2 | 4 | -1.6 | -1 | 0.0 | -1 | -29 | -0.8
Cc1cc(C)c(C)c(S(=O)(=O)NCc2ccc(C(=O)N3CCCCC3)cc2)c1C | 27 | -0.8 | -3 | 0.3 | -6 | / | 2 | -7&-6 | i
COc1ccc(Cl)cc1NC(=S)Nc1ccccc1C | 8 | 0.9 | 3 | -0.5 | -2 | 0.0 | 2 | -4 | i
COc1ccc(OC)c(NC(=O)NCc2cccnc2)c1 | 0 | 1.0 | -4 | / | / | 0.9 | 0 | 2 | i
CCCC(=O)Nc1cc(OC)c(NC(=O)NC2CCCCC2)cc1OC | -3 | 0.5 | -5 | -1.4 | -3 | 0.0 | -5 | -8 | i

Three entries from above in a different format.
smiles	Yp Topo-I inh	PfHsp40 yeast	PrPC surface inh	BoNT A protease	Anthrax LF inh2	TcdB GH inh	SARS 3CLpro inh	PriA SSB inh	Vc quorum ag
CSc1cccc(NC(=O)CN(C)S(=O)(=O)c2ccccc2)c1	-8	1.0	12	0.1	1	2.3	0	2	7.1
Nc1cc(N)nc(SCC(=O)Nc2ccc3c(c2)OCCCO3)n1	-8	0.3	0	0.2	4	/	-1	-4	i
COc1cccc(OCc2cc(C(=O)N(C)Cc3nccn3C)no2)c1	-4	-0.4	2	0.7	2	-0.9	0	-10	i

Source: PubChem BioAssay
